GLS inhibitor: blocks human kidney-isoform glutaminase activity. O94925. GLS enzymatic activity, qHTS titration. Potency, µM (top dose mostly 45.5 µM), for the others: at the top dose activity change, negative = inhibition, actives largely listed as inhibitors. 0.21% of 410,000 active. AID 624170; note: potency is the fitted concentration of half-maximal effect; % is set by controls: 0 for no effect and ±100 for the full control effect
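Enzyme dispensed in phosphate buffer (45 mM, pH 8.2, 0.02% Tween-20), compounds pinned in, then 1 mM L-glutamine solution and the glutamate oxidase–HRP–Amplex Red mix added; fluorescence read immediately and again after 30 min at room temperature.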
TrxR1 substrate: substrates of rat thioredoxin reductase 1; purified TrxR1 substrate turnover, NADPH consumption readout; Potency, µM (top dose mostly 114 µM), without a hit: at the highest dose activity change, negative = substrate turnover; 0.01% of 390,000 active; AID 588456; note: potency is the fitted concentration of half-maximal effect; % is set by controls: 0 for no effect and ±100 for the full control effect; nearly all actives have a fitted effect of over 50% in size
Target sequence (O89049 whole entry, looked up): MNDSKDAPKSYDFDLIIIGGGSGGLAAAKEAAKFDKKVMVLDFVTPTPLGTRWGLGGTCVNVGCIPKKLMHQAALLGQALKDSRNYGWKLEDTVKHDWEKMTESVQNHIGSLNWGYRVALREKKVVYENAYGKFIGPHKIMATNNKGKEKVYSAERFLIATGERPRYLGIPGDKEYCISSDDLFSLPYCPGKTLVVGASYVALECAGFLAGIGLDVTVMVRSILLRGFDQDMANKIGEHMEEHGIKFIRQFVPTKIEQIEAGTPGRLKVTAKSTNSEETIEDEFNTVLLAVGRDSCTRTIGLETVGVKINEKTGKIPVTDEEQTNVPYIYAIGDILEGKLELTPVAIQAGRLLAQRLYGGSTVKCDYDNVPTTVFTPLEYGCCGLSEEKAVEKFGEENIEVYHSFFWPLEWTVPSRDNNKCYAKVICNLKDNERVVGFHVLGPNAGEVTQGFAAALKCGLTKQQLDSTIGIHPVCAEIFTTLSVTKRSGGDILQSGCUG
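Rat TrxR1, dispensed at 90 nM, was prereduced with 400 uM NADPH (final) for 5 min at ~22 deg C, then incubated with compound 15 min before 400 uM selenite. A first-read NADPH fluorescence drop versus no-compound background flagged substrates.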
Tb PGK inh: blocks T. brucei phosphoglycerate kinase. 0.043% of 380,000 active. Potency, µM (series often up to 57.5 µM), without a hit: top-dose activity change, negative = inhibition, actives largely listed as inhibitors. P07378. AID 602233. PGK/GAPDH coupled, Kinase-Glo luminescence, 60 min; note: potency is the fitted concentration of half-maximal effect; % is set by controls: 0 for no effect and ±100 for the full control effect; nearly all actives have a fitted effect of over 60% in size
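Luminescent ATP detection (Kinase-Glo Plus) follows a 60-minute room-temperature incubation, with wells lacking PGK as controls. Buffer: 100 mM TEA (pH 7.6), 5 mM MgCl2, 0.01% Tween-20. Coupling enzyme GAPDH (100 nM final) supplies unstable 1,3-BPG in-well.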
HP1b binding inh: HP1-beta chromodomain-methylated histone interaction inhibition. P83916. AlphaScreen HP1-beta / biotin-H3K9me3 peptide binding. Potency, µM (top dose mostly 114 µM), inactives show top-dose activity change, negative = inhibition, hits mostly inhibitors. 0.56% of 390,000 active; note: potency is the fitted concentration of half-maximal effect; nearly all actives have a fitted effect of over 70% in size; inactives centre near 23
Target sequence (P83916 whole entry, looked up): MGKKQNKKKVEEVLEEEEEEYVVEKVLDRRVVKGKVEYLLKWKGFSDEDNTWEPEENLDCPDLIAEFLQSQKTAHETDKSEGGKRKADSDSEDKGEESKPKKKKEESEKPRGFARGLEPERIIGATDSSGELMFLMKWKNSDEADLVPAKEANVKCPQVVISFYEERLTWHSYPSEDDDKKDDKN
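Compound inhibition of the preformed complex between 50 nM HP1-beta and 50 nM biotinylated H3K9me3 peptide was read by AlphaScreen. Buffer was PBS pH 7.4 with 0.01% Tween-20. Incubations ran 30 min at room temperature, with 10 ug/mL donor/acceptor beads.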
USP1 inh: USP1/UAF1 (human) deubiquitinase inhibition | O94782 | recombinant USP1/UAF1, Ub-Rhodamine cleavage fluorescence | Potency, µM (doses to about 57.1 µM), inactives show at the top dose activity change, negative = inhibition, hits mostly inhibitors | 0.23% of 390,000 active | AID 743255; note: potency is the fitted concentration of half-maximal effect; % is set by controls: 0 for no effect and ±100 for the full control effect; nearly all actives have a fitted effect of over 60% in size; inactives centre near -12
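In this screen, compounds sit with the deubiquitinase complex (1nM) for 15 min at room temperature before Ub-Rho is added at 150nM final. Fluorescence rise is then followed for 6 reads every 60 seconds.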
PI4K2A inh: PI4K2A (human) kinase inhibition; activity change, negative = inhibition, % at 76.9 µM; Q9BTU6; 0.13% of 420,000 active; purified PI4K2A, ADP-Glo luminescence, 1 h; stronger effect = lower value; in the data active = activity change below about -50%; inconclusive = mostly about -30% to -49%;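 note: -100% = wells without enzyme as full effect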
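In this quantitative HTS, ADP production by PI4K2A was quantified luminescently after 1 h at ambient temperature; 100 microM adenosine served as plate-quality control.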
mIDH1 inhibitor: blocks human mutant IDH1 R132H enzyme; O75874; IDH1-R132H enzyme, NADPH consumption, diaphorase/resazurin fluorescence; Potency, µM (top dose mostly 76.6 µM), inactives show at the top dose activity change, negative = inhibition, hits mostly inhibitors; 0.093% of 390,000 active; AID 602179; note: potency is the fitted concentration of half-maximal effect; % is set by controls: 0 for no effect and ±100 for the full control effect; nearly all actives have a fitted effect of over 65% in size
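IDH1-R132H (0.5 ug/mL dispensed) in pH 7.5 Tris buffer was preincubated 30 min with compound, then given a substrate mix of 0.016 mM NADPH and 2 mM alpha-KG for 80 min at room temperature; remaining NADPH was read by diaphorase/resazurin fluorescence.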
Pin1 inh: inhibitors of human Pin1; Q13526; Pin1 FP peptide displacement, HiFluor488, 10 min; Potency, µM (series often up to 115 µM), without a hit: at the top dose activity, negative = inhibition, most hits filed as inhibitors; 0.009% of 390,000 active; AID 504891; active = well fitted inhibition curve with a large enough effect in the polarisation, with a control signal flat, not every such curve was filed as active; inconclusive = small, poorly fitted or top-dose-only effect, or effect the other way, or a change in a side signal; inactive = no such curve, though single readings can be large or run the other way; the % refers to the polarisation; note: potency is the fitted concentration of half-maximal effect; % is set by controls: 0 for no effect and ±100 for the full control effect
Target sequence (Q13526 whole entry, looked up): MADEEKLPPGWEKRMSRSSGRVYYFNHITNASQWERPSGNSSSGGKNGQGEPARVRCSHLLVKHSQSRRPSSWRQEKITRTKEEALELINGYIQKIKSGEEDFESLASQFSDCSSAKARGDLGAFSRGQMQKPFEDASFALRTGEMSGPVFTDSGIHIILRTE
rTrxR1 inhibitor: inhibitors of rat thioredoxin reductase 1 | Potency, µM (doses to about 114 µM), inactives show at the highest dose activity change, negative = inhibition, most hits filed as inhibitors | recombinant rTrxR1, NADPH fluorescence consumption, selenite substrate | 1% of 390,000 active; note: potency is the fitted concentration of half-maximal effect; % is set by controls: 0 for no effect and ±100 for the full control effect; nearly all actives have a fitted effect of over 65% in size
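Rat TrxR1 (90 nM in the dispensed reagent) was pre-reduced with 400 uM NADPH for 5 min at room temperature, then incubated with compound for 15 min. After 400 uM selenite was added, NADPH fluorescence (Ex 340/Em 450 nm) was followed for 8 min.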
Starred values were filed as active, the others as inactive; i = inactive; ? = inconclusive; . = no result given; & = joins results of further samples; [ ] = another dose, or the depositor's remark. Unless noted, calls come from the whole dose curve; as a rule, active = well fitted curve in the direction sought with a large enough effect; inconclusive = small, poorly fitted or top-dose-only effect, or another doubt; inactive = no such curve, though single readings can be large; an effect the other way counts as inactive or inconclusive.

SMILES | GLS inhibitor | TrxR1 substrate | Tb PGK inh | HP1b binding inh | USP1 inh | PI4K2A inh | mIDH1 inhibitor | Pin1 inh | rTrxR1 inhibitor
CCCn1c(=O)[nH]c(=O)c2c(C(=O)OCC)cc(-c3cccs3)nc21 | 18.6% | 203.1%[activator][57.1 µM] | -8.4% | 27.7% | -24.6% | -3.5 | 0.8% | ? | 2.3%[57.1 µM]
Cc1nc(SCC(=O)NC(=O)NCc2ccco2)nc(C)c1C | 10.4% | -1.9% | -9.7% | 12.4% | -14.6% | 0.1 | -0.1% | 3.4% | -44.1%
O=C(CSc1nnc(C2CC2)n1Cc1ccccc1)c1ccc(S(=O)(=O)N2CCOCC2)cc1 | 4.2% | 2.9%[57.1 µM] | 9.8% | 41.7%[activator] | -1.6% | 0.3 | 4.7% | 7.8% | -22.1%[57.1 µM]
Cc1ccc(C(=O)N2CCC(n3nccc3NC(=O)C3CCOC3)CC2)cc1 (stereo unspecified) | 7.2% | -6.1% | 1.4% | 7.7% | -11.2% | 10.2 | 6.4% | -3.0% | -4.7%
CC1(C)CC(=O)c2c(oc3c(Cl)cc(NS(=O)(=O)c4ccc(Br)cc4)cc23)C1 | 7.8% | 5.2% | -3.8% | 1.3% | -21.4% | 2.3 | 0.0% | 12.7% | 4.9%
CC1(c2ccccc2)NC(=O)N(CC(=O)NCCN2C(=O)S/C(=C\c3cccnc3)C2=O)C1=O (stereo unspecified) | 4.8% | -2.1% | -7.6% | 41.0%[activator] | -24.1% | -0.4 | 8.1% | -3.8% | 2.8%
COc1ccc(-c2cc(=O)c3c(OC)c(OC)c(OC)c(OC)c3o2)cc1 | -7.9% | -15.2% | -0.8% | 41.0%[activator] | -22.1% | -2.2 | 0.5% | -1.0% | -14.2%
CCSc1ncc(Cl)c(C(=O)N(Cc2ccc(N(C)C)cc2)Cc2ccco2)n1 | 3.7% | -7.0% | . | ? | -14.5% | -13.9 | . | -2.1% | -4.7%
CCC(C)N1CC23C=CC(O2)C(C(=O)OC)C3C1=O (stereo unspecified) | 0.2% | 8.2% | -9.4% | 38.9% | -19.5% | -0.3 | -0.6% | -15.6% | 27.7%
O=C(O)c1cccc(S(=O)(=O)N2CCC(Cc3ccccc3)CC2)c1 | 13.4% | 3.2%[57.1 µM] | i | 24.8% | -20.0% | 0.8 | ? | -6.1% | 10.6%[57.1 µM]
Cc1cc2c(cc1C)[n+](C)cn2CC(O)COCC1CC=CCC1 (stereo unspecified) | ? | -3.6% | -4.8% | 19.0%[57 µM] | -11.1% | -3.0 | 3.4% | 5.2% | 12.2%
Oc1ccc(/C=N/Nc2ccnc3cc(Cl)ccc23)c(O)c1O | 12.6µM* | -2.7% | -2.2% | -36.6%[57 µM] | ? | -14.3 | 1.9% | ? | 4.2%
C[n+]1ccc(C(=O)NCc2ccccc2)cc1 | -0.1% | -2.0% | 6.3% | 36.9% | -1.1% | -1.1 | 2.6% | -8.2% | -4.3%
N/C(=N\OC(=O)Cc1cccs1)c1ccc([N+](=O)[O-])cc1 | -4.6% | -11.7% | -2.2% | -23.0% | -5.7% | 7.7 | 5.4% | 1.0% | -16.5%
CCOc1cc(Cl)c(CNCCCN2CCOCC2)cc1OC | -4.2% | 3.2%[57.1 µM] | -5.9% | 22.1% | -3.5% | -1.3 | 19.2% | 1.2% | 10.1%[57.1 µM]
CCOc1ccc2nc(NC(=O)c3ccc(S(=O)(=O)N4CCOCC4)cc3)sc2c1 | -1.9% | 4.2%[57.1 µM] | i | 63.1%[activator] | -8.5% | 4.1 | 4.7% | -0.6% | -7.5%[57.1 µM]
COc1ccc(C(=O)CSc2nnc(CNC(=O)c3ccco3)n2C)cc1OC | -5.9% | -1.8%[57.1 µM] | -3.3% | 28.2% | -16.5% | 0.2 | -5.0% | -0.4% | -5.8%[57.1 µM]
CCC(C(=O)Nc1cccc(C(=O)O)c1)c1ccccc1 (stereo unspecified) | 4.7% | -0.4% | 6.8% | 1.8% | -15.0% | 1.1 | 0.0% | 1.8% | 3.9%
C=CCn1c(COc2ccc(F)cc2)nnc1SCC(=O)c1c[nH]c2c(CC)cccc12 | 5.8% | -1.0% | -5.1% | 8.4% | -1.0% | -0.9 | 4.3% | 2.9% | 20.1%
Nc1c(S(=O)(=O)c2cccs2)c2nc3ccccc3nc2n1Cc1ccc2c(c1)OCO2 | 3.3% | 45.8%[activator][57.1 µM] | . | 36.2% | -18.7% | -2.1 | -0.4% | 20.4% | 22.1%[57.1 µM]
N#C/C(=C\c1ccccc1C(F)(F)F)C(=O)Nc1ccccc1F | 7.4% | -5.7% | 3.5% | 17.0% | -26.6% | 0.1 | 2.4% | -0.8% | -8.9%
O=C(c1ccc(F)cc1)C1CCN(Cc2ccc(F)cc2)CC1 | -5.7% | 5.0% | i | 34.5% | -24.3% | -6.7 | -5.6% | 12.6% | 19.9%
COCc1cc(=O)[nH]c(=S)[nH]1 | 3.1% | -4.3% | -9.1% | 17.4% | -22.2% | -3.9 | -1.5% | -17.5% | -17.8%
O=C(CCNC(=O)c1ccccc1Cl)NCC1CCCO1 (stereo unspecified) | 0.4% | -4.2%[57.1 µM] | -0.8% | -1.3% | -16.2% | -0.7 | 21.0% | -8.3% | -9.0%[57.1 µM]
Cc1ccc(NC(=O)C[n+]2ccccc2)cc1C | 12.0% | 6.2% | 0.7% | 34.1%[activator] | -3.6% | -1.0 | -8.7% | -6.0% | 36.2%[2.29 µM]
SMILES | GLS inhibitor | TrxR1 substrate | Tb PGK inh | HP1b binding inh | USP1 inh | PI4K2A inh | mIDH1 inhibitor | Pin1 inh | rTrxR1 inhibitor
Cc1ccc(N=C2NC(=O)CS2)c(C)c1 | -9.7% | -4.1% | i | 25.4% | -14.8% | 5.1 | 4.3% | 1.1% | -3.6%
O=C(O)C1CCCCN1S(=O)(=O)c1ccccc1 (stereo unspecified) | 12.9% | -4.9% | -2.6% | 29.7% | -3.3% | 17.9 | 9.1% | -5.1% | -3.1%
Cc1[nH]c2ccc(OC(=O)N3CCOCC3)cc2c1C(=O)OC(C)C | 1.7% | 1.7%[57.1 µM] | -9.8% | 19.9% | -11.5% | -4.7 | 5.6% | -2.3% | 9.3%[57.1 µM]
CCN1CCCc2cc(CN(CCN3CCOCC3)C(=S)Nc3ccc(C)cc3)ccc21 | 38.0%[activator] | -4.9% | -0.5% | ? | -17.7% | -5.8 | -2.5% | 2.5% | -1.6%
CN(C(=O)c1ccc(NC(=O)Cc2cccc(NC(=O)C3CCN(C(=O)C4CCC4)CC3)c2)cc1)C1CC1 | 0.7% | 2.8% | i | 24.0% | -22.0% | -1.4 | -9.3% | 3.1% | 17.2%
COc1ccccc1OCC(=O)Nc1nc(-c2ccc(Br)cc2)ns1 | 0.3% | 3.4% | -5.7% | 27.2% | -16.3% | -3.2 | -4.1% | 20.0% | 13.7%
C=Cc1ccc(Cn2c(C(=O)O)c(CNC3CCCCC3)c3ccc(OC)cc32)cc1 | -8.8% | -3.9% | -17.5% | 9.0% | -23.2% | -5.5 | -6.3% | 14.7% | ?
COc1ccc(C2C(C(=O)OCC(=O)N3CCCCC3)CCC(=O)N2c2ccc(OC)cc2)cc1 (stereo unspecified) | 3.0% | -8.6% | -9.0% | 18.5% | 2.2% | 3.7 | 0.4% | -5.6% | -18.2%
Cc1c2cnn(CC(=O)N3CCCCC3)c(=O)c2c(C)n1Cc1ccc(F)cc1 | 9.1% | -1.3% | 15.4% | 16.9% | -13.9% | -10.6 | 24.7% | 0.1% | -7.3%
O=S(=O)(Nc1ccc(Cl)cc1)c1ccc(NS(=O)(=O)c2ccc3c(c2)OCCO3)cc1 | 3.8% | 4.3% | -1.1% | 9.4% | -19.3% | -5.1 | ? | 12.3% | 35.7%
CCc1c(C#N)c(=O)[nH]c(=O)n1-c1ccccc1 | 5.3% | -1.5% | -2.4% | 24.1% | 0.7% | 2.3 | 5.9% | -8.1% | 12.2%
COCCN(C(=O)COC(=O)CCC(=O)c1ccc(C)cc1)c1c(N)n(Cc2ccccc2)c(=O)[nH]c1=O | -1.0% | -2.5% | -0.4% | 11.3% | -3.3% | 2.3 | -3.9% | 10.8% | 5.7%
CCCC(C)C(=O)Nc1ccccc1C(=O)OCC (stereo unspecified) | 3.4% | 10.9% | -9.0% | 52.6%[activator] | -7.5% | 3.9 | 8.5% | -6.9% | 28.7%
Cc1c(Cl)cccc1NC(=O)CCS(=O)(=O)c1ccc2c(c1)CC(=O)N2C | -1.8% | 2.6%[57.1 µM] | -1.5% | 33.3% | -23.1% | 1.9 | 0.0% | -0.7% | 9.2%[57.1 µM]
CN(C)c1ccc(CNC(=O)CCS(=O)(=O)c2ccc3c(c2)oc(=O)n3C)cc1 | 0.7%&34.0% | 7.4%&2.2% | 5.2%&-2.6% | 49.5%&37.6%[activator] | -19.4%&-2.2% | -1.1&-2.7 | 1.1%&18.1% | -1.6%&-3.5% | 23.1%&26.0%
OCC1OC(n2cnc3c(=S)nc[nH]c32)CC1O (stereo unspecified) | -6.8% | 0.1%[11.4 µM] | -6.8% | ? | -8.0% | 3.3 | 3.0% | 20.0% | -14.1%[11.4 µM]

Only part of the results is shown (hit frequency here may not be typical).
